RMI FANCM FP – RMI-FANCM interaction inhibition; hit rate 0.58% among 70,000; FP signal (polarization) at 33 µM; AID 1159607; Fluorescence polarization, RMI core complex with F-MM2 peptide; hits give low values; in the data active means FP signal below about 40; further: inactives centre near 61; strong numbers were not always called active; unit not given here
Starred values were filed as active, the others as inactive; & = joins results of further samples.

compound,RMI FANCM FP
CNc1nn(CC(=O)NCc2ccccc2Cl)c(N)c1-c1nc(-c2ccccc2C)no1,66
CCOC(=O)c1sc(NC(=O)/C=C/c2ccc([N+](=O)[O-])s2)nc1C,98
Cc1ccc(-c2ccc(S(=O)(=O)N3CCCC3)cc2)cc1,55
Cc1cc(NC(=O)C(=O)NCCc2ccc(S(N)(=O)=O)cc2)c2ccccc2n1,69
CC(=O)Cn1nnc(-c2ccc(C(F)(F)F)cc2)n1,54
COc1ccc(-c2nc3n(n2)C(c2cc(OC)c(OC)c(OC)c2)C2=C(CCCC2=O)N3)cc1 (stereo not given),57
Cc1ccc(C)c(S(=O)(=O)NCc2ccc(C(=O)N3CCCCC3C)cc2)c1 (stereo not given),74
COc1ccccc1CNC(=O)C(=O)NCC1OCCCN1S(=O)(=O)c1cc(C)ccc1C (stereo not given),58
COc1ccc(CCNC(=O)CCCn2nc(-c3cccs3)ccc2=O)cc1,67
O=C(CC12CC3CC(CC(C3)C1)C2)Nc1nnc(-c2ccc(F)cc2)s1,65
CC(C)(C)c1nc(N=C(N)N)sc1Br,52
O=[N+]([O-])c1ccc(C(N2CCOCC2)N2CCOCC2)cc1,54
Cn1c(=O)c2c(O)c(C=Nc3cccc([N+](=O)[O-])c3)c(=O)n(C)c2n(C)c1=O,28*
C=CCN(CC=C)S(=O)(=O)c1ccc(C(=O)Nc2nc3c(C)cccc3s2)cc1,79
COc1ccc(N2CCN(c3ncnc4c3cnn4CCNC(=O)c3ccco3)CC2)cc1,62
O=C(Nc1ccc([N+](=O)[O-])cc1Br)C12CC3CC(CC(C3)C1)C2,57
C=CCN(CC=C)S(=O)(=O)c1ccc2nc(NC(=O)Cc3cccs3)sc2c1,81
Cc1cc(C(C)(C)C)c(O)c(C)c1CC1=NCCN1,72&58&44
Cc1ccc(S(=O)(=O)N2CCCC(c3nnc(CC(C)(C)C)o3)C2)cc1C (stereo not given),61
COc1ccc2c(c1)OC/C(=C\c1ccc(OC)c(O)c1)C2=O,59
O=C(NCCOc1ccc2nnc(-c3ccccc3)n2n1)c1cc2ccccc2oc1=O,60
COc1ccc2nc(-n3nc(C)cc3NC(=O)COc3ccccc3OC)sc2c1,88
CC(C)c1ccc(Cc2cnc(NC(=O)C3=NCCN3)s2)cc1,64
COc1ccc(S(=O)(=O)N2CCC(Cc3ccccc3)CC2)cc1[N+](=O)[O-],57
N#C/C(=C\c1ccc(OC(=O)c2cc3c(ccc4ccccc43)oc2=O)cc1)c1nc2ccccc2s1,72
Cc1ccc(C(=O)Nc2nnc(SCC(=O)NCc3ccco3)s2)cc1[N+](=O)[O-],60
Cc1c(C)c(C)c(S(=O)(=O)Nc2ccc3c(c2)C(=O)NCCO3)c(C)c1C,66
Cc1csc(-c2coc3c(C)c(O)c(CN4CCN(CCO)CC4)cc3c2=O)n1,59
CCOC(=O)c1c(NC(=O)COc2cccc3c2CCN(Cc2ccccc2F)C3=O)sc2c1CCC2,67
O=C1c2ccccc2C(=O)c2cc(S(=O)(=O)N3CCN(Cc4ccccc4)CC3)ccc21,65
CCOC(=O)c1ccc(Nc2nn3c(=O)c4ccc(F)cc4nc3s2)cc1,70
Cc1ccc(-c2ccc(=O)n(CCCNC(=O)Cc3ccccc3Cl)n2)cc1,69
O=C(Cc1csc(NC(=O)Nc2cccc(Cl)c2)n1)Nc1ccc(Oc2ccccc2)cc1,121
O=C(NCCN1CCN(c2ccccc2F)CC1)c1ccco1,65
Cc1cc(C(=O)NNC(=O)Cc2ccccc2F)nn1C(C)(C)C,60
COc1ccc(OC)c(S(=O)(=O)Nc2ccc3c(c2)N(C(C)=O)CC3)c1,67
Cn1cccc(C(=O)Nc2ccc3c(c2)N(C(=O)C(C)(C)C)CC3)c1=O,65
CC1CN(C(=O)NC2(C(Cl)(Cl)Cl)Oc3ccc(C(C)(C)C)cc3O2)CC(C)O1 (stereo not given),63
CCCCN(C1CCS(=O)(=O)C1)S(=O)(=O)c1ccc(Cl)c(Cl)c1 (stereo not given),62
COc1ccc(S(=O)(=O)Cc2nc(-c3ccccc3C)no2)cc1,65
COc1ccc(F)cc1S(=O)(=O)N1CCN(Cc2nc(-c3ccccc3)cs2)CC1,61
COc1cc(C(=O)Nc2cc(C)nn2-c2nc3c(c(=O)[nH]2)CCC3)cc(OC)c1OC,58
O=C(CSc1nnc2ccccn12)N1CCC(c2noc3ccc(F)cc23)CC1,76
COc1cccc(N2CCN(C(=O)c3ccc4c(=O)nc5c(-c6cccc(F)c6)n[nH]n5c4c3)CC2)c1,60
COc1ccccc1N1CCN(CCNC(=O)COc2ccccc2C)CC1,56
Cc1nn2c(=O)[nH]c(SCC(=O)Nc3ccc4c(c3)OCO4)nc2c1-c1ccccc1,53
ONC=Nc1nnc(Cc2ccc(F)cc2)s1,55
COC(=O)c1sc(S(=O)(=O)Nc2cccc(C(F)(F)F)c2)c(C(=O)OC)c1C,58
CC(=O)N1N=C(c2cccc(NS(C)(=O)=O)c2)CC1c1cccc([N+](=O)[O-])c1 (stereo not given),54
CN1CCN(c2nc3ccc(NS(=O)(=O)c4ccc(F)cc4)cc3s2)CC1,61
O=C(O)CCC(=O)Nc1ccccc1Cl,57
COc1ccccc1-c1cc(=O)c2c(OC)cccc2o1,66
C[C@H]1O[C@@H](O[C@H]2[C@@H](O)C[C@H](O[C@H]3[C@@H](O)C[C@H](O[C@H]4CC[C@]5(C)C6CC[C@]7(C)[C@@H](C8=CC(=O)OC8)CC[C@]7(O)C6CC[C@@H]5C4)O[C@@H]3C)O[C@@H]2C)C[C@H](O)[C@@H]1O (stereo not given in full),66
O=C(Nc1onc2c1CCCC2)c1ccc2ncsc2c1,54
COC(=O)c1cnc(Sc2n[nH]c(=O)n2-c2ccc(Cl)cc2)c([N+](=O)[O-])c1,48
N#Cc1c(Cl)c(Cl)c(Cl)c(Cl)c1C#N,52

More structures.
compound,RMI FANCM FP
COc1ccc(OC)c(S(=O)(=O)Oc2cccc3ccc(C)nc23)c1,57
COC(=O)C1CC(=O)N(C(C)C)C1 (stereo not given),69
N#Cc1cnn(C(=O)c2ccc(Cl)cc2)c1C1CC1,53
CCCCCCCNC(=O)C(C)CCO (stereo not given),53
CCOC(=O)/C(C#N)=C\c1cn(CCC#N)nc1-c1ccc(-c2ccccc2)cc1,62
O=C(O)c1ccc(CN2C(=O)CSC2=O)cc1,57
CCn1c(=NC(=O)CCOc2ccccc2)sc2c(OC)ccc(OC)c21,59
COc1cccc(CNC(=O)Cn2cnc3c(sc4nc(C)cc(C)c43)c2=O)c1,108
CCN(CC)CCNc1ccc(CO)c2sc3ccccc3c(=O)c12,70&63
COc1cccc(C(=O)Nc2cccc(-c3ccc4nnc(C)n4n3)c2)c1,61
O=C(Cn1cnc(-c2ccc(F)cc2)cc1=O)N1CCc2ccccc2C1,66
CC(C)(C)c1ccc(-c2cc(NS(=O)(=O)c3ccccc3)n[nH]2)cc1,64
Cc1[nH]c2ccccc2c1C(Nc1ccccc1F)c1ccccn1 (stereo not given),97
CN(C)S(=O)(=O)Oc1ccc(Cl)c2cccnc12,62
COc1ccc(CNC(=O)Cn2cnc3c(sc4cccc(F)c43)c2=O)cc1,110
CCCc1cc(=O)[nH]c(SCc2nc(-c3ccc(C)cc3)no2)n1,60
COc1ccc(CCC(=O)NCC(c2ccsc2)N2CCCC2)cc1 (stereo not given),66
Cc1cc(C)c(S(=O)(=O)Cc2nc(-c3ccccc3C)no2)cc1C,100
COc1ccc(-c2nc(CSc3nc(-c4ccncc4)cc(=O)[nH]3)c(C)o2)cc1,63
c1cc2c3c(cccc3c1)NC(c1ccc3c(c1)OCO3)N2,50
Cc1cc(C(=O)N2CCN(C3c4ccccc4-c4ccccc43)CC2)c(C)o1,47
Cc1oc(-c2cccc(Cl)c2)nc1CSc1n[nH]c(=O)c2cc(-c3ccco3)nn12,73
CS(=O)(=O)N1CCC(C(=O)Nc2nc(-c3ccc4c(c3)CCCC4)cs2)CC1,68
NC(N)=N/N=C/c1c(Cl)cccc1Cl,66

The last 5 records of the section before lead into the next:
compound,RMI FANCM FP
c1cc2c3c(cccc3c1)NC(c1ccc3c(c1)OCO3)N2,50
Cc1cc(C(=O)N2CCN(C3c4ccccc4-c4ccccc43)CC2)c(C)o1,47
Cc1oc(-c2cccc(Cl)c2)nc1CSc1n[nH]c(=O)c2cc(-c3ccco3)nn12,73
CS(=O)(=O)N1CCC(C(=O)Nc2nc(-c3ccc4c(c3)CCCC4)cs2)CC1,68
NC(N)=N/N=C/c1c(Cl)cccc1Cl,66
COc1ccc(-c2noc(-c3cc(-c4cc(C)ccc4C)n[nH]3)n2)cc1,85
O=C(Nc1c2c(nn1-c1nc3ccccc3s1)CCC2)C1=COCCO1,63
S=c1[nH]nc(COc2ccc(Cl)cc2)o1,69
Cc1cc(-c2nc(C)c(C(=O)NNS(=O)(=O)c3ccc(Cl)cc3Cl)s2)no1,58
Cc1cc(-c2nnc(C(F)(F)F)o2)ccc1-n1cccc1,54
COc1ccc(Cl)cc1Nc1nnc(C(C)(C)C)c(=O)[nH]1,62
CCN1CCN(CC(=O)NCc2ccccc2Cl)C(=O)C1=O,58
CCOc1cccc(S(=O)(=O)N=C2C=C(C(C)(C)C)C(=O)C(C(C)(C)C)=C2)c1,59
COC(=O)C1=C(CS(=O)(=O)c2cc(Cl)ccc2OC)NC(=O)NC1c1ccccc1 (stereo not given),66
O=C(Cc1ccccc1)N1CCCC(c2nnc(-c3ccc4c(c3)OCO4)o2)C1 (stereo not given),62
O=C(O)CNC(=O)c1ccc(NC(=S)NC(=O)c2cccc([N+](=O)[O-])c2)cc1,57
Fc1ccc2c(c1)-c1nocc1CS2,57
Cc1cc2nc(NCc3ccccn3)sc2cc1C,66
COc1ccc(NC(=O)C(=O)NCCCN(C)C)cc1,62
COC(=O)c1c(NC(=O)c2ccn(C)n2)sc2c1CC(C)(C)NC2(C)C,86
CC(C)(C)c1ccc(NC(=O)N(CCC#N)CCc2ccccn2)cc1,62
COc1ccccc1-c1coc2cc(OCc3ccc([N+](=O)[O-])cc3)ccc2c1=O,64
CN1CCN(c2ccc(NC(=O)c3ccccc3Cl)cc2)CC1,55&56
OCCN(CCO)c1ccccc1,52
CCN1CCCc2cc(CCNC(=O)c3ccccc3C(F)(F)F)ccc21,0*
COc1ccc2c(c1)nnc1n[nH]c(=O)n12,52
O=S(=O)(CCCOc1ccc(F)cc1)NC1CCCCC1,65
CCN1CCc2c(sc(NC(=O)CCS(=O)(=O)c3ccc(C)cc3)c2C(N)=O)C1,34*
O=C(CCc1csc(NC(=O)c2ccc[nH]c2=O)n1)Nc1ccc(F)c(Cl)c1,62
CCOC(=O)NCc1n[nH]c(=O)c2ccccc12,55
CC(C)(C)c1ccc(-c2csc(NC(=O)c3cccc(N4C(=O)CCC4=O)c3)n2)cc1,70
O=S1(=O)CCC(NC(=S)Nc2cccc(Br)c2)C1 (stereo not given),62
Cc1n[nH]c(=S)n1-c1ccc(OCc2ccccc2)cc1,52
O=C(/C=C/c1cccs1)Nc1nnc(-c2cc(Cl)sc2Cl)o1,67
Cc1cccc(NC(=O)c2ccc3c(c2)CCCC3)n1,59
O=C(Nc1nnc(C23CC4CC(CC(C4)C2)C3)s1)c1c(Cl)c(Cl)c(Cl)c(Cl)c1Cl,55
CCOC(=O)CCC(=O)NNC(=O)c1cccs1,61
CCOC(=O)C(C(=O)Nc1ccccc1)[N+](=O)[O-] (stereo not given),57
CCOC(=O)c1sc(NC(=O)CN2C(=O)c3ccccc3C2=O)c(SC#N)c1C,59
O=C(Cn1nc(-c2ccccc2)c2sc(N3CCCC3)nc2c1=O)Nc1ccc(C(F)(F)F)cc1,66
CC(=O)/C=C/c1ccccc1O,57
CSc1cccc(NC(=O)Cc2cc(=O)[nH]c(SCc3ccccc3)n2)c1,61
COc1ccc(CNc2nc(C(F)(F)F)nc(C)c2C)cc1,54
NS(=O)(=O)c1ccc(NC(=O)CN2C(=O)N/C(=C\C=C\c3ccccc3)C2=O)cc1,67
CCOC(=O)C1CCN(S(=O)(=O)c2ccc3c(c2)CCO3)CC1,56

3 entries picked at random from the list so far, as already listed:
compound,RMI FANCM FP
NS(=O)(=O)c1ccc(NC(=O)CN2C(=O)N/C(=C\C=C\c3ccccc3)C2=O)cc1,67
CSc1cccc(NC(=O)Cc2cc(=O)[nH]c(SCc3ccccc3)n2)c1,61
CCOC(=O)C(C(=O)Nc1ccccc1)[N+](=O)[O-] (stereo not given),57

Later entries
compound,RMI FANCM FP
Cc1ccc(CC(=O)N(CCCN2CCOCC2)c2nc3c(C)cccc3s2)cc1C,55
CC(=O)N1CCc2c(sc(NC(=O)c3cc(C)no3)c2C#N)C1,65
CC(=O)N1CCc2ccc(NC(=O)Cc3ccc(Cl)cc3)cc21,67
CSC1=C(C#N)C(c2cc(Br)c(O)c(Br)c2)CC(=O)N1 (stereo not given),52
Cc1cccc(C(=O)N(CCn2cccn2)c2nc3c(Cl)cccc3s2)c1,63
Cc1cc(CNC(=O)c2cnc3ccccc3n2)c(C(F)(F)F)o1,51
CN(C(=O)C(Cl)Cl)c1ccc(OC(=O)c2ccco2)cc1,56
CC(C)(C)C(C)(C)Cc1ccc(O)c(CN2CCN(c3ccccc3)CC2)c1,51
Cc1ccc(NC(=O)CCn2cnc3c(cnn3C(C)(C)C)c2=O)cc1F,75
CNC(=S)NNC(=O)CSc1cccs1,58
Cc1ccc(-n2cc(C(=O)N3CCC(Cc4ccccc4)CC3)nn2)cc1C,59

High-throughput results (PubChem BioAssay)

These rows are one share of the data (hit frequency here may not be typical).
